# POLK inh: blocks human DNA polymerase kappa activity; Potency, µM (top dose mostly 107 µM), for the others: at the highest dose activity, negative = inhibition, actives largely listed as inhibitors; purified Pol kappa, fluorescent DNA synthesis assay, 10 min; 400,000 tested, 0.53% active; Q9UBT6; also: potency is read from the fitted curve at half-maximal effect; % is scaled to controls: 0 for no effect and ±100 for the full control effect
#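 First, compounds were pin-transferred onto 10 nM Pol kappa. After 15 min at room temperature, substrate was added to 50 nM final. Fluorescence was then measured kinetically at 0 and 10 min.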
# BLM helicase inh: Bloom syndrome helicase (human) inhibition. P54132. AID 2528. 350,000 tested, 0.2% active. recombinant BLM DNA unwinding, fluorescence dequenching. Potency, µM (highest dose often 56.1 µM), for the others: at the highest dose activity change, negative = inhibition, most hits filed as inhibitors;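 also: potency is read from the fitted curve at half-maximal effect; plate controls were vehicle for no effect and no enzyme for full effect; nearly all actives have a fitted effect of over 35% in size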
# POLI inh: DNA polymerase iota (human) inhibition; Q9UNA4; Pol iota fluorescent replication assay, 10 min; Potency, µM (doses to about 115 µM), without a hit: at the top dose activity, negative = inhibition, actives largely listed as inhibitors; 390,000 tested, 1% active; also: potency is read from the fitted curve at half-maximal effect
#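 Fluorescent replication assay read twice, at 0 min and 10 min after adding 50 nM (final) substrate. Enzyme (10 nM) and compounds were first incubated 15 min at room temperature; enzyme-free buffer wells were negative controls.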
# RXFP1 antagonist: blocks the human relaxin receptor RXFP1; Q9HBX9; HEK293-RXFP1, relaxin-stimulated cAMP HTRF, 30 min; hits give low values; activity change, negative = inhibition, % at 57.5 µM; 350,000 tested, 0.59% active;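 active = activity change of -60% or lower, but not beyond a set lower limit; inconclusive = change between -60% and -40%, or beyond the set limit; inactive = change above -40%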; also: % is scaled to controls: 0 for no effect and ±100 for the full control effect
# Target sequence (Q9HBX9 whole entry, looked up): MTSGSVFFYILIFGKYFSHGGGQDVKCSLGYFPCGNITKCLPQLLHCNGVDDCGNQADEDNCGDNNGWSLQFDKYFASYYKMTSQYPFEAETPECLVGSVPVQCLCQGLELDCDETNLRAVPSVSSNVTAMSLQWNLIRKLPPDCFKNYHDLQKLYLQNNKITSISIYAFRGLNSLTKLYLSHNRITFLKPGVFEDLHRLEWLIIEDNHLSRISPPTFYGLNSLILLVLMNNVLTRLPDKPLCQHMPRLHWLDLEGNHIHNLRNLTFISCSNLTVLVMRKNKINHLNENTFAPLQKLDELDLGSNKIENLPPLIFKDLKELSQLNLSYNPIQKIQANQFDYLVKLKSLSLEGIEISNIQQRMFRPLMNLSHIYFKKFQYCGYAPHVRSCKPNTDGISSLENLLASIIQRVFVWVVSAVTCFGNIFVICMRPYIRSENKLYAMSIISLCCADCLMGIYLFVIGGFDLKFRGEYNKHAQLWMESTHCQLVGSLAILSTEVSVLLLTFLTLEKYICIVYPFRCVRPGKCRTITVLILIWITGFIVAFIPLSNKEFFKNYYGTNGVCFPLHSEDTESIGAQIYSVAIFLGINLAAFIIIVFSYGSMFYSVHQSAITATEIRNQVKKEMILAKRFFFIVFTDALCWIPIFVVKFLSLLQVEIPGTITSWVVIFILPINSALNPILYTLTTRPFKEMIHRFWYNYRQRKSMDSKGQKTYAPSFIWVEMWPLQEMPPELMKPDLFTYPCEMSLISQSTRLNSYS
# Anesthetic bind: binds horse apoferritin like a general anesthetic | AID 485281 | Potency, µM (doses to about 77.5 µM), for inactives: top-dose activity change, negative = displacement, most hits filed as inhibitors | apoferritin/1-aminoanthracene competitive binding, fluorescence | 350,000 tested, 0.074% active | P02791; also: potency is read from the fitted curve at half-maximal effect; % is scaled to controls: 0 for no effect and ±100 for the full control effect; nearly all actives have a fitted effect of over 20% in size
#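 Horse-spleen apoferritin (10 uM) in 50% saturated 1-aminoanthracene in PBS was incubated 10 min at room temperature with compound. Fluorescence (ex 380, em 535 nm) was normalized to free and bound 1-AMA, with concentration-response fitted by a four-parameter Hill equation.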
# APEX1 inh: blocks human APE1 abasic DNA cleavage; Potency, µM (highest dose often 65.8 µM), without a hit: at the highest dose activity change, negative = inhibition, most hits filed as inhibitors; P27695; 350,000 tested, 0.35% active; AID 2517; recombinant APE1, TAMRA/BHQ-2 abasic DNA cleavage fluorescence;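 also: potency is read from the fitted curve at half-maximal effect; plate controls were vehicle for no effect and reference inhibitor for full effect; nearly all actives have a fitted effect of over 55% in size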
# Target sequence (P27695 whole entry, looked up): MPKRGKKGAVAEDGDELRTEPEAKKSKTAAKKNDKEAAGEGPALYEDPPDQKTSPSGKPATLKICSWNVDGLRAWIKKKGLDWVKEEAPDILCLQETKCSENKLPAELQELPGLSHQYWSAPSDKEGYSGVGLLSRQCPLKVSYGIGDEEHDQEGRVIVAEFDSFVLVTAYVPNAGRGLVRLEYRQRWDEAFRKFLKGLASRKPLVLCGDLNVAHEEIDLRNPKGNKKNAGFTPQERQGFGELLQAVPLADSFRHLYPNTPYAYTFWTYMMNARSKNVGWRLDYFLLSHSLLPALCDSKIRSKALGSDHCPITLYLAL
#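 0.75 nM APE1 + cpd, 15 min RT; start w/ 50 nM TAMRA/BHQ-2 THF-abasic dsDNA; kinetic fluor 525/598 nm ×3 reads @60 s; Δ(read3−read1); normalized to DMSO and NSC13755 control wells.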
# POLH inh: DNA polymerase eta (human) inhibition. 390,000 tested, 1.2% active. AID 588591. recombinant Pol eta, fluorescent DNA replication assay. Potency, µM (doses to about 114 µM), inactives show at the top dose activity change, negative = inhibition, hits mostly inhibitors; also: potency is read from the fitted curve at half-maximal effect; % is scaled to controls: 0 for no effect and ±100 for the full control effect
#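 Fluorescent replication assay: 50 nM final substrate added after a 15 min room-temperature compound preincubation with 10 nM enzyme. Signal taken at 0 min and again at 10 min.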
# Pol beta inh: inhibitors of human DNA polymerase beta; P06746; Pol beta primer extension/strand displacement, fluorescence kinetic; Potency, µM (doses to about 114 µM), inactives show at the top dose activity change, negative = inhibition, hits mostly inhibitors; 340,000 tested, 1.3% active; also: potency is read from the fitted curve at half-maximal effect; % is scaled to controls: 0 for no effect and ±100 for the full control effect
#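 Values derive from four-parameter Hill fits of normalized kinetic data: reads at 0 and 10 min following addition of 50 nM substrate to 10 nM Pol beta preincubated 15 min with compound.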
# PGK inhibitor: blocks T. brucei phosphoglycerate kinase. P07378. PGK/GAPDH coupled, Kinase-Glo luminescence, 60 min. Potency, µM (doses to about 57.5 µM), without a hit: at the highest dose activity change, negative = inhibition, actives largely listed as inhibitors. 380,000 tested, 0.043% active; also: potency is read from the fitted curve at half-maximal effect; % is scaled to controls: 0 for no effect and ±100 for the full control effect; nearly all actives have a fitted effect of over 60% in size
#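 Luminescent ATP detection (Kinase-Glo Plus) follows a 60-minute room-temperature incubation, with wells lacking PGK as controls. Buffer: 100 mM TEA (pH 7.6), 5 mM MgCl2, 0.01% Tween-20. Coupling enzyme GAPDH (100 nM final) supplies unstable 1,3-BPG in-well.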
# The depositor's hits bear a star; i = inactive; ? = inconclusive; / = no result given; & = joins results of further samples; [ ] = another dose, or the depositor's remark. Unless noted, calls follow the shape of the dose curve; as a rule, active = well fitted curve in the direction sought with a large enough effect; inconclusive = small, poorly fitted or top-dose-only effect, or another doubt; inactive = no such curve, though single readings can be large; an effect the other way counts as inactive or inconclusive. The list is partial, so the mix of outcomes need not match the whole.
nr	canonical_smiles	POLK inh	Anesthetic bind	APEX1 inh	POLH inh	RXFP1 antagonist
1	Cc1cc(C(=O)Nc2ccccn2)no1	-18%	-5%	1%	-4%	4
2	COc1cc(/C=C2\SC(N3CCc4ccccc4C3)=NC2=O)cc(OC)c1OC	1%	4%	13%	-21%	/
3	O=C(NCc1ccc(F)cc1)C(=O)NCC1CCCN1S(=O)(=O)c1ccccc1 (stereo not drawn)	-10%	/	-9%	-13%	-9
4	CCn1ncc(C2=NOC(C(=O)N3CCN(c4ccccc4)CC3)C2)c1C (stereo not drawn)	-2%	-8%	15%	-4%	2
5	COc1ccccc1C1/C(=C(/O)c2ccc(Cl)cc2)C(=O)C(=O)N1CCN1CCOCC1 (stereo not drawn)	-19%	3%	0%	-10%	1
6	O=C(Nc1cc2c3c(c1)CC(=O)N3CCC2)c1cccc(F)c1	-2%	/	-2%	-16%	-17
7	Fc1nc(F)c(F)c(NCCCNc2c(F)c(F)nc(F)c2F)c1F	-15%	-23%	9%	-16%	-1
8	O=c1[nH]c(C2CCN(S(=O)(=O)c3ccc4c(c3)OCCO4)CC2)nc2c1nnn2Cc1c(F)cccc1Cl	8%	-6%	5%	-15%	-11
9	CCOC(=O)C1CCCN(CCC(=O)Nc2cc(OC)ccc2OC)C1 (stereo not drawn)	3%	-4%	53%[activator]	-18%	1
10	O=C(CSc1nnc(-c2ccncc2)n1Cc1ccccc1)Nc1nccs1	-6%	-15%	21%	8%	-2
11	CCOc1cc(C2NN=C(c3ccccc3)S2)ccc1OCc1ccc(F)cc1 (stereo not drawn)	2%	-19%	14%	-14%	-12
12	COc1ccc(N(CC(=O)NCc2ccccc2OC)S(=O)(=O)c2ccccc2[N+](=O)[O-])c(OC)c1	1%	-23%	-2%	-15%	8

nr	POLI inh	Pol beta inh	PGK inhibitor	BLM helicase inh
1	13%	4%	-6%	2%
2	37%[activator]	0%	-1%	0%
3	14%	/	-6%	/
4	8%	29%	-9%	-5%
5	-6%	-1%	4%	0%
6	6%	/	i	/
7	?	-2%	4%	-10%
8	0%	1%	i	-8%
9	14%	0%	-4%	-3%
10	33%	35%	-5%	-6%
11	15%	22%	-5%	-8%
12	31%[activator]	30%	0%	-8%

# Additional records follow:
nr	canonical_smiles	POLK inh	Anesthetic bind	APEX1 inh	POLH inh	RXFP1 antagonist
13	CCCCN(C)CCNC(=O)C1CCCN(S(=O)(=O)c2cccc3nsnc23)C1 (stereo not drawn)	5%&-8%	2%&-6%	-3%	-15%&-17%	8
14	CCn1c2ccccc2c2cc(/C=N/NC(=O)c3ccccc3C)ccc21	-5%	-5%	-5%	-8%	/
15	Nc1nc(=O)n(C2CCCCO2)cc1Br (stereo not drawn)	-4%	/	/	-15%	4
16	COc1ccccc1Nc1nc(C)c(C(=O)Nc2ccccc2)s1	3%	4%	-8%	-11%	-5
17	NC(=O)c1ccc(NC(=O)COC(=O)c2ccc([N+](=O)[O-])cc2)cc1	5%	9%	0%	-13%	18
18	NC(=O)C1CCN(C(=O)C(=O)c2cn(CC(=O)N3CCCC3)c3ccccc23)CC1	-5%	-8%	13%	-12%	-4
19	CCn1cc(C(=O)N2CCN(c3ccc(OC)cc3)CC2)c(=O)c2cc(S(=O)(=O)N3CCOCC3)ccc21	-10%&2%	-6%&4%	3%	-13%&-11%	-5
20	COc1ccccc1NC(=O)C(C)OC(=O)CCSc1ccc(F)cc1 (stereo not drawn)	-11%	/	-4%	-16%	-24
21	CCOC(=O)c1nc(Nc2ccc(N3CCOCC3)cc2)c2ccccc2n1	-11%	-3%	6%	-7%	-11
22	CCN1C(=O)[C@H]2[C@@H](c3ccc(Cl)cc3)N3C(=O)CN(Cc4ccccc4)C(=O)[C@@]3(C)[C@H]2C1=O	-6%	-14%	3%	-15%	/
23	CCCn1nc(NC(=O)C(C)C)c2cc3cc(OC)ccc3nc21	-12%	31%[activator]	-10%	-12%	4
24	O=C(c1cc(Cl)cc(Cl)c1)N1CCC2CC1c1cc(-c3ccc4c(c3)OCO4)ccc12 (stereo not drawn)	4%	/	/	-20%	/

nr	POLI inh	Pol beta inh	PGK inhibitor	BLM helicase inh
13	24%&2%	9%&10%	-1%&-4%	1%&3%
14	23%	-25%	-1%	-5%
15	19%	/	-4%	/
16	10%	17%	-1%	-2%
17	10%	0%	-2%	0%
18	20%	11%	-2%	-3%
19	1%&19%	2%&0%	3%&-8%	-1%&5%
20	14%	/	11%	/
21	134%[activator]	-26%	2%	3%
22	33%[activator]	6%	5%	-2%
23	-5%	19%	-21%	-7%
24	16%	/	10%	/

# The results go on.
nr	canonical_smiles	POLK inh	Anesthetic bind	APEX1 inh	POLH inh	RXFP1 antagonist
25	Cc1c(Nc2ncnc3nc[nH]c23)c(=O)n(-c2ccccc2)n1C	-4%	-6%	-3%	-8%	/
26	COc1cc(C(C)=O)ccc1OCC(O)CN1CCN(S(=O)(=O)c2ccccc2)CC1 (stereo not drawn)	-7%	-3%	1%	-17%	-4
27	CCOC(=O)C1=C(C)NC(SCC(=O)O)=NC1c1ccccc1 (stereo not drawn)	3%	-13%	-6%	-9%	4
28	O=C(O)c1cc(NS(=O)(=O)c2cccc3nsnc23)cc(C(=O)O)c1	-6%	-7%	21%	-12%	-2
29	CCOc1ccc(-c2c(C(=O)N/N=C/c3c[nH]c4ccccc34)nnn2-c2nonc2N)cc1	-15%	16%	-8%	-7%	-10
30	Cc1ccc(S(=O)(=O)NCCNC(C)c2ccc(Br)cc2)cc1 (stereo not drawn)	-2%	/	17%	-18%	-11
31	COc1ccc(OC)c(NC(=O)CCc2c(C)nc3c(-c4ccccc4)c(C)nn3c2C)c1	-5%	73%[activator]	/	-20%	/
32	COc1ccccc1NC(=O)C(C)OC(=O)CCC1CCCCC1 (stereo not drawn)	-24%	2%	7%	-25%	-27
33	Cc1cccc(S(=O)Cc2ccc(C(=O)N3CCOCC3)o2)c1 (stereo not drawn)	-2%	-4%	35%	-15%	4
34	O=C1NC[C@H](c2ccccc2)OC(=O)[C@H](Cc2ccc(F)cc2)C/C=C\C[C@@H]1CC(=O)N(CCO)Cc1ccccc1	-13%	/	-32%	-20%	/
35	COc1ccc(-c2cc(C)no2)cc1S(=O)(=O)N1CCN(c2ccc([N+](=O)[O-])cc2)CC1	4%	-16%	47%[activator]	-4%	-12
36	CC1CCCC(NC(=O)C2CCN(C(=O)Nc3ccccc3)CC2)C1C (stereo not drawn)	-13%	/	44%	-12%	-6

nr	POLI inh	Pol beta inh	PGK inhibitor	BLM helicase inh
25	-8%	-18%	-10%	2%
26	19%	-8%	1%	-1%
27	8%	15%	0%	-9%
28	26%	7%	i	-1%
29	26%	2%	0%	-5%
30	1%	/	-8%	/
31	54%[activator]	5%	i	-7%
32	-11%	6%	-8%	-11%
33	?	27%	-1%	0%
34	4%	/	0%	/
35	21%	0%	2%	-3%
36	-2%	/	12%	/

# (continued)
nr	canonical_smiles	POLK inh	Anesthetic bind	APEX1 inh	POLH inh	RXFP1 antagonist
37	CN(C(=O)COC(=O)c1ccc2c(c1)NC(=O)CS2)C1CCS(=O)(=O)C1 (stereo not drawn)	-4%	-13%	2%	4%	-8
38	C/C(=N\NC(=O)c1ccc2c(c1)OCO2)c1ccc(C(=O)O)s1	-3%	-11%	-2%	-9%	-13
39	CCN1CCCC(CO)(Cc2ccccc2)C1 (stereo not drawn)	-8%	-6%	1%	-11%	-24
40	COc1ccc(/C(N)=N/OC(=O)c2cccs2)cc1	2%	-9%	-5%	-11%	-4
41	O=C(Nc1ccccc1C(=O)N1CCCCCC1)c1ccc(F)cc1	-3%	-1%	-20%	-4%	-2
42	O=C1Nc2ccccc2/C1=N/c1sc2c(c1C(=O)NCCc1ccccc1)CCCC2	-18%	?	-4%	6%	1
43	CCOc1ccc(Nc2nc(Cc3nnc(SCC(N)=O)o3)cs2)cc1	-5%	3%	-3%	2%	-8
44	CC(C#N)OC(=O)c1cccnc1SCC(=O)Nc1ccc2c(c1)OCO2 (stereo not drawn)	-14%	/	23%	-13%	-13

nr	POLI inh	Pol beta inh	PGK inhibitor	BLM helicase inh
37	26%	1%	i	-1%
38	38%[activator]	13%	3%	3%
39	63%[activator]	1%	-8%	-1%
40	13%	43%	-10%	-5%
41	11%	12%	5%	-4%
42	15%	20%	-4%	-9%
43	?	0%	-1%	0%
44	28%	/	-4%	/

# A second format for 7 compounds above.
# Value order – POLK inh, Anesthetic bind, APEX1 inh, POLH inh, RXFP1 antagonist, POLI inh, Pol beta inh, PGK inhibitor, BLM helicase inh
35. COc1ccc(-c2cc(C)no2)cc1S(=O)(=O)N1CCN(c2ccc([N+](=O)[O-])cc2)CC1
  4%, -16%, 47%[activator], -4%, -12, 21%, 0%, 2%, -3%
36. CC1CCCC(NC(=O)C2CCN(C(=O)Nc3ccccc3)CC2)C1C (stereo not drawn)
  -13%, /, 44%, -12%, -6, -2%, /, 12%, /
37. CN(C(=O)COC(=O)c1ccc2c(c1)NC(=O)CS2)C1CCS(=O)(=O)C1 (stereo not drawn)
  -4%, -13%, 2%, 4%, -8, 26%, 1%, i, -1%
38. C/C(=N\NC(=O)c1ccc2c(c1)OCO2)c1ccc(C(=O)O)s1
  -3%, -11%, -2%, -9%, -13, 38%[activator], 13%, 3%, 3%
39. CCN1CCCC(CO)(Cc2ccccc2)C1 (stereo not drawn)
  -8%, -6%, 1%, -11%, -24, 63%[activator], 1%, -8%, -1%
40. COc1ccc(/C(N)=N/OC(=O)c2cccs2)cc1
  2%, -9%, -5%, -11%, -4, 13%, 43%, -10%, -5%
41. O=C(Nc1ccccc1C(=O)N1CCCCCC1)c1ccc(F)cc1
  -3%, -1%, -20%, -4%, -2, 11%, 12%, 5%, -4%

# Screening data (PubChem)
